ULK1 primary: inhibitors of human ULK1 kinase; inhibition, % at 5.96 µM; hit rate 1.9% among 30,000; AlphaScreen Atg13 phosphorylation by ULK1, luminescence; AID 1259251; in the data active = inhibition above about 43%;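 also: 0% = median of compound wells and 100% = no enzyme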
* marks the source's active call; other numbers are inactive results; & = joins results of further samples. The list is partial (hit frequency here may not be typical).

item	molecule	ULK1 primary
1	NC(=O)C1(N2CCCCC2)CCN(CCCC(=O)c2ccc(F)cc2)CC1	-3
2	COc1ccc(C2CNC(=O)C2)cc1OC1CCCC1 (stereo unspecified)	10
3	CCN(CC)CCOC(=O)c1ccc(N)cc1	0
4	O=C(O)CCC(=O)c1ccc(-c2ccccc2)cc1	-5
5	COc1ccc(-c2cc(=O)c3c(O)cc(O[C@@H]4O[C@H](CO[C@@H]5O[C@@H](C)[C@H](O)[C@@H](O)[C@H]5O)[C@@H](O)[C@H](O)[C@H]4O)cc3o2)cc1O	-10
6	Cc1[nH]cnc1-c1ccc(Cl)cc1	-11
7	CCCCNc1ccc(C(=O)OCCN(C)C)cc1	0
8	O=c1cc(O)c(Cl)c[nH]1	2
9	CCOC(=O)[C@H](CCc1ccccc1)N[C@@H](C)C(=O)N1Cc2ccccc2C[C@H]1C(=O)O	4
10	C/C=C/C(=O)N(CC)c1ccccc1C	3
11	O=C(CCCl)NCc1ccccc1	6
12	CN1CCCN=C1COC(=O)C(O)(c1ccccc1)C1CCCCC1 (stereo unspecified)	-1
13	CC[C@@H]1C(=O)OC[C@@H]1Cc1cncn1C	6
14	CC1Cc2ccccc2N1NC(=O)c1ccc(Cl)c(S(N)(=O)=O)c1 (stereo unspecified)	6
15	CC1(C)C2CC[C@]3(C)[C@H](C(=O)C=C4[C@@H]5C[C@@](C)(C(=O)O)CC[C@]5(C)CC[C@]43C)[C@@]2(C)CC[C@@H]1O[C@H]1O[C@H](C(=O)O)[C@@H](O)[C@H](O)[C@H]1O[C@@H]1O[C@H](C(=O)O)[C@@H](O)[C@H](O)[C@H]1O (stereo partly specified)	6
16	CCC(NC(C)C)C(O)c1ccc(O)c2[nH]c(=O)ccc12 (stereo unspecified)	9
17	N#Cc1ccc(C(c2ccc(C#N)cc2)n2cncn2)cc1	-2
18	CCn1c(=O)c2c(nc(/C=C/c3ccc(OC)c(OC)c3)n2C)n(CC)c1=O	1
19	CCCOC(=O)c1ccc(N)cc1	14
20	CC(=O)Oc1ccc(C(=C2CCCCC2)c2ccc(OC(C)=O)cc2)cc1	-14
21	C1COC(NC(C2CC2)C2CC2)=N1	0
22	C[N+]1(C)CCC(=C(c2ccccc2)c2ccccc2)CC1	6
23	CC(C(=O)O)c1ccc2c(c1)CC(=O)c1ccccc1S2 (stereo unspecified)	6
24	Cc1ccc(N(CC2=NCCN2)c2cccc(O)c2)cc1	4
25	CNCCCN1c2ccccc2CCc2ccccc21	-12
26	Oc1ccc(C2CNCCc3c2cc(O)c(O)c3Cl)cc1 (stereo unspecified)	26
27	Cc1ccc(S(=O)(=O)NC(=O)NC2CCCCC2)cc1	4&6
28	Cc1c(Cn2ccnc2)c2ccccc2n1CCC(=O)O	-6
29	Cc1cc(O)c(C)c(C)c1O	3
30	CCCCNc1ccc(C(=O)OCCOCCOCCOCCOCCOCCOCCOCCOCCOC)cc1	4

Reprinted from the results shown for reference:
item	molecule	ULK1 primary
14	CC1Cc2ccccc2N1NC(=O)c1ccc(Cl)c(S(N)(=O)=O)c1 (stereo unspecified)	6
15	CC1(C)C2CC[C@]3(C)[C@H](C(=O)C=C4[C@@H]5C[C@@](C)(C(=O)O)CC[C@]5(C)CC[C@]43C)[C@@]2(C)CC[C@@H]1O[C@H]1O[C@H](C(=O)O)[C@@H](O)[C@H](O)[C@H]1O[C@@H]1O[C@H](C(=O)O)[C@@H](O)[C@H](O)[C@H]1O (stereo partly specified)	6
16	CCC(NC(C)C)C(O)c1ccc(O)c2[nH]c(=O)ccc12 (stereo unspecified)	9
17	N#Cc1ccc(C(c2ccc(C#N)cc2)n2cncn2)cc1	-2
18	CCn1c(=O)c2c(nc(/C=C/c3ccc(OC)c(OC)c3)n2C)n(CC)c1=O	1
19	CCCOC(=O)c1ccc(N)cc1	14
20	CC(=O)Oc1ccc(C(=C2CCCCC2)c2ccc(OC(C)=O)cc2)cc1	-14
21	C1COC(NC(C2CC2)C2CC2)=N1	0
22	C[N+]1(C)CCC(=C(c2ccccc2)c2ccccc2)CC1	6
23	CC(C(=O)O)c1ccc2c(c1)CC(=O)c1ccccc1S2 (stereo unspecified)	6
24	Cc1ccc(N(CC2=NCCN2)c2cccc(O)c2)cc1	4
25	CNCCCN1c2ccccc2CCc2ccccc21	-12
26	Oc1ccc(C2CNCCc3c2cc(O)c(O)c3Cl)cc1 (stereo unspecified)	26
27	Cc1ccc(S(=O)(=O)NC(=O)NC2CCCCC2)cc1	4&6
28	Cc1c(Cn2ccnc2)c2ccccc2n1CCC(=O)O	-6
29	Cc1cc(O)c(C)c(C)c1O	3
30	CCCCNc1ccc(C(=O)OCCOCCOCCOCCOCCOCCOCCOCCOCCOC)cc1	4

Next part:
item	molecule	ULK1 primary
31	c1cnc2cc3c(cc2n1)C1CNCC3C1	-1
32	COc1ccc(-c2cc(=S)ss2)cc1	-7
33	CN(C)CCCC1(c2ccc(F)cc2)OCc2cc(C#N)ccc21 (stereo unspecified)	-1
34	CC(=O)Nc1ccc(CC(=O)O)cc1	7
35	CCCCCC(=O)O[C@]1(C(C)=O)CC[C@H]2[C@@H]3CCC4=CC(=O)CC[C@]4(C)[C@H]3CC[C@@]21C	1
36	CCn1cc(C(=O)O)c(=O)c2cnc(N3CCNCC3)nc21	-15
37	CC(C)COC(=O)c1ccc(N)cc1	-6
38	CCNC(=O)NCc1cccc(Cl)c1	8
39	CC(=O)CCCCn1c(=O)c2c(ncn2C)n(C)c1=O	-5
40	O=C(O)c1cccnc1Nc1cccc(C(F)(F)F)c1	-17
41	NC1CCN(c2nc3c(cc2F)c(=O)c(C(=O)O)cn3-c2ccc(F)cc2F)C1 (stereo unspecified)	5
42	CCc1ccc(CCOc2ccc(CC3SC(=O)NC3=O)cc2)nc1 (stereo unspecified)	1
43	CC12CC3CC(C)(C1)CC(N)(C3)C2	4
44	CCN(CC)CCNC(C(=O)OCCC(C)C)c1ccccc1 (stereo unspecified)	11
45	C=CCn1c(=O)n([C@@H]2O[C@H](CO)[C@@H](O)[C@H]2O)c2nc(N)[nH]c(=O)c21	-20
46	Cc1ccc(=O)n(-c2ccccc2)c1	-2
47	O=c1oc2c(O)c(O)cc3c(=O)oc4c(O)c(O)cc1c4c23	-1
